TTR transcr act: activators of transthyretin transcription | SH-SY5Y TTR promoter Gaussia luciferase, luminescence; 100% = recombinant luciferase protein wells | activation, % at 16.7 µM | 92,000 tested, 1.3% active | AID 1117267;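 active = activation above the mean of all tested compounds plus 3 SD, cut at about 9.5% in these data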;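 note: cells exposed to compounds for one day before reading; 0% = median of all test compound wells on the plate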
* hit, by the source's call; & = joins results of further samples. This is a subset. The share of hits here may be higher or lower than overall.

Molecule | TTR transcr act
CC1(c2nnnn2-c2ccc3ccccc3c2)CSCC(=O)N1C1CC1 (stereo not drawn) | 0.4
CC(C)(C)OC(=O)CC[C@@H](C(=O)NCCCCCCCCCCC(=O)N1CCN(C(=O)OC(C)(C)C)CC1)n1cc(CCCCCNC(=O)OC(C)(C)C)nn1 | -0.8
CC(=NO)C1CCC2C3CCC4=CC(=NO)CCC4(C)C3C(=O)CC12C (stereo not drawn) | -2.2
Cc1cccn2c(=O)c3cc(C(=O)NCc4ccco4)c(=N)n(CCc4ccccc4)c3nc12 | -1.3
C[C@H]1[C@@H](OC(=O)Nc2cccc(Cl)c2)CC[C@@]23CCCN2C(=O)CCC[C@@H]13 | -0.5
CCOc1ncccc1C(=O)OCC(=O)Nc1cc(S(=O)(=O)N2CCCCC2)ccc1Cl | 0.3
COc1ccc(CCN(C)C2CCCN(S(=O)(=O)c3ccccc3)C2)cc1OC (stereo not drawn) | 0.7
O=C(CSc1ncnc2nc[nH]c12)Nc1nnc(SCc2ccc(Cl)c(Cl)c2)s1 | -1.1
CCCC1NC(=O)c2cccnc2-n2c1nc1ccccc1c2=O (stereo not drawn) | 0.6
CCOC(=O)c1c(NC(=O)CNC2CCCc3ccccc32)sc(C(N)=O)c1C (stereo not drawn) | -0.3
COc1ccc(/C=C/C(=O)NC(=S)Nc2ccc(S(=O)(=O)Nc3nccnc3OC)cc2)cc1 | -0.6
CC(C)NC(=O)NNC(=O)Cn1nnc(-c2cccc(Cl)c2Cl)n1 | -1.5
CC(=O)Nc1cccc(Oc2cnc3ccccc3n2)c1 | -2.0
Cc1ccc(-c2nc3ccccc3nc2NN)cc1 | -1.8
COc1ccc(S(=O)(=O)N2CCN(Cc3cccc([N+](=O)[O-])c3)CC2)cc1 | -0.5
O=C(NCCCn1ccnc1)C(=O)NCC1OCCN1S(=O)(=O)c1ccccc1 (stereo not drawn) | 1.0
CC1=CC2C(C(O)CC3(C)C2CC(C)C32OCOC23COCO3)C2(C)C/C(=C\O)C(=O)C=C12 (stereo not drawn) | -6.8
Cc1ccc(NC(=O)CCc2c(C)nn(-c3ccc(N4CCCCC4)nn3)c2C)cc1C | -1.5
O=C(NCC1CCCO1)C1CC(=O)N(C2CCCC2)C1 (stereo not drawn) | 0.3
CCCCNS(=O)(=O)c1ccc(NS(=O)(=O)c2c(C)cc(C)cc2C)cc1 | 0.0
COc1ccc(C(=O)c2coc3ccc(O)c(CN(C)C)c23)cc1 | -1.1
Cc1ccc(Cn2c(NC(=O)c3ccco3)nc3ccccc32)cc1 | -2.9
Cc1cccc(-n2nc3c(c2NC(=O)c2ccco2)CSC3)c1C | 1.4
O=C(Nc1ccn(CCCNCc2cccc3ccccc23)c(=O)n1)OCc1ccccc1 | -1.3
COc1cc(C)c(NC(=O)c2cccc(S(=O)(=O)N3CCCC3)c2)cc1OC | -1.5
O=C(N/N=C/c1ccc([N+](=O)[O-])cc1)c1cccc(N2CCCC2=O)c1 | -0.6
COc1ccc(Br)cc1CN1CCCC(C(=O)N2CCCCC2)C1 (stereo not drawn) | -0.1
Cc1ccc(N(CC(=O)NCC2CCCO2)S(=O)(=O)c2ccc(Cl)cc2)cc1C (stereo not drawn) | -1.6
CCOP(=O)(OCC)C(NC(=O)c1cccs1)c1ccccc1 (stereo not drawn) | -0.3
COc1cccc(NC(=S)NCCCN2CCOCC2)c1 | -1.1
CC(=O)c1ccc(NC(=O)CSC(=S)N2CCCC2)cc1 | 2.3
C(#CCN1CCOCC1)CCCN1CCOCC1 | 0.2
C[C@@H]1CN([C@@H](C)CO)C(=O)c2cc(NC(=O)CCC(F)(F)F)ccc2O[C@H]1CN(C)S(=O)(=O)c1ccc(Cl)cc1 | -0.3
COc1ccc(OC)c(/C=N/Nc2cc(C)nc(N3CCOCC3)n2)c1 | -0.6
CCc1ccc(NC(=O)CCc2c(C)nn(-c3ccc(N4CCCCC4)nn3)c2C)cc1 | -2.4
Nc1cc(C(=O)N2CCN(c3cccc(Cl)c3)CC2)ccc1N1CC2CC(C1)c1cccc(=O)n1C2 (stereo not drawn) | -2.0
Nc1ccccc1NC1CCCCC1 | 0.0
CCN(CC)C(=O)C1CCCN(Cc2sccc2C)C1 (stereo not drawn) | -1.4
NC(=S)NNC(=O)c1cc(C(F)(F)F)cc(C(F)(F)F)c1 | 2.4
CC(=O)CCc1c[nH]c2c(C(=O)O)cccc12 | -3.0
Nc1ncccc1OCc1ccc(Cl)c(Cl)c1 | -0.1
CCOC(=O)N1CCC(Nc2c(NCCN3CCN(c4ccccc4F)CC3)c(=O)c2=O)CC1 | -1.5&0.1
CC1(c2nnnn2Cc2ccccc2)CCC(=O)N1CC(F)(F)F (stereo not drawn) | -0.6
CC1=C(C(=O)Nc2ccccc2F)C(c2cccs2)C2=C(CCCC2=O)N1 (stereo not drawn) | 1.8
COc1ccc(CNS(=O)(=O)c2ccc3c(c2)N(C(C)=O)CCO3)cc1 | -0.8
O=C(Nc1ccc(Cl)cc1)Nc1ccc(C(=O)N2CCOCC2)cc1 | 0.3
Cc1cc(C)nc(SCC(=O)N/N=C/C=C/c2ccccc2)n1 | 13.9*
CCCC1CCC2(CC1)CCC2OC(=O)Nc1cccc(C(F)(F)F)c1 (stereo not drawn) | 0.2
CC(C(=O)NC1CCCC1)n1c(-c2ccncc2)nc2ccccc21 (stereo not drawn) | 1.2
CC/C(=N\NC(N)=O)c1ccc(OC)c(OC)c1 | 3.0
Cc1ccc(O)c(NC(=S)NC(=O)COc2ccc(Br)cc2)c1 | -1.4
CCOc1ccc(S(=O)(=O)N(CC(=O)N2CCc3ccccc32)Cc2ccco2)cc1 | -0.5
CCc1nc2c(OCc3cccc(Cl)c3)cccn2c1N(C)C(=O)Nc1ccccc1OC | -2.1
COc1cc(-c2cc(C(=O)NN3CCN(C)CC3)c3ccccc3n2)cc(OC)c1OC | 35.8*
CCCOc1ccc(C(=O)N2CCN(c3ccc(N)cc3Cl)CC2)cc1 | 5.7
CC(=O)c1cccc(N2C(=NC(=O)CCc3ccccc3)SC3CS(=O)(=O)CC32)c1 (stereo not drawn) | 0.3
CCN1C(=O)CSC1=Nc1ccc(OC)cc1 | -0.5
COc1cc(NC(=S)NCCCO)c(OC)cc1Cl | 0.3
C/C(=N\NC(=O)C(O)c1ccccc1)c1ccc(Cl)cc1 (stereo not drawn) | 23.5*
CCC(C)c1ccc(NC(=O)Nc2cccnc2)cc1 (stereo not drawn) | -2.2

Additional entries follow.
Molecule | TTR transcr act
CCOC(=O)/C=C/c1ccc2c(c1)S(=O)(=O)N(c1cccc(OC)c1)[C@H]2CC(=O)OCC | 2.8
O=C(CONS(=O)(=O)c1ccc(Cl)cc1)NCCNc1ncc(C(F)(F)F)cc1Cl | 1.1
COC(=O)c1c(NC(=O)COC(=O)c2ccccc2O)sc2c1CCCCC2 | 1.4
COc1ccc2c(c1)oc(=O)c1ccccc12 | 2.1
S=C(Nc1ccccc1I)OC1CCC12CCC(c1ccccc1)CC2 (stereo not drawn) | 3.6
COc1ccc(S(=O)(=O)N2CCCCC2)cc1NC(=S)Nc1ccccc1 | -0.2
Cc1onc(-c2ccccc2Cl)c1C(=O)N[C@@H](C)c1ccccc1 | -0.9
Cc1ccc(C(=O)NC2=NCCS2)cc1 | -0.4
Cc1[nH]c(=O)c(C#N)c2c1CCCC2 | -1.0
Clc1ccc(-c2nnc(CCc3ccccc3)o2)c(Cl)c1 | -0.3
O=[N+]([O-])c1ccc(CP(=O)(c2ccccc2)c2ccccc2)cc1 | 0.9
COc1ccc(-c2cc(C(F)(F)F)c(C#N)c(SCC(=O)O)n2)cc1 | 1.8
CCS(=O)(=O)c1ccc(O)c(NC(=O)COc2ccccc2)c1 | -1.1
Cc1ccc(C)c(OCCCC(=O)NC2CCCCC2)c1 | -4.8
Cc1cc(C)n(CCc2nc(-c3cccs3)cs2)n1 | 5.5
O=C(O)CC1(CC(=O)NCc2ccc(-c3cccs3)cc2)CCCCC1 | -0.9
COc1ccc(Cl)cc1C(=O)Nc1ccc2nc3n(c(=O)c2c1)CCCC3 | 0.1
COc1ccc(Cn2c(=S)[nH]c3ccccc32)cc1 | 1.8
COc1cc(C(=O)OCc2cc(=O)n3ccsc3n2)ccc1OC(C)C | 0.1
Cc1ccc(C(=O)NC(NC(=S)Nc2ccc(S(N)(=O)=O)cc2)C(Cl)(Cl)Cl)cc1 (stereo not drawn) | -1.7
CCc1ccc(CNC(=O)CCn2ccc3cc(S(=O)(=O)N4CCCC4)ccc32)cc1 | 3.3
S=c1[nH]nc(-c2ccncc2)n1/N=C/C=C/c1ccco1 | -0.7
Cc1ccc(CN2CCN(/N=C/C(Br)=C\c3ccccc3)CC2)cc1 | -1.6
COc1ccc(/C=C/C(=O)c2cc(F)ccc2OC(=O)c2ccccc2C)cc1OC | -2.2

Laid out differently: results already given.
> COc1ccc(/C=C/C(=O)c2cc(F)ccc2OC(=O)c2ccccc2C)cc1OC
  TTR transcr act = -2.2
> COc1cc(C(=O)OCc2cc(=O)n3ccsc3n2)ccc1OC(C)C
  TTR transcr act = 0.1
> Cc1ccc(C(=O)NC(NC(=S)Nc2ccc(S(N)(=O)=O)cc2)C(Cl)(Cl)Cl)cc1 (stereo not drawn)
  TTR transcr act = -1.7

(more compounds)
Molecule | TTR transcr act
COc1ccc(S(=O)(=O)Nc2ccccn2)cc1OC | -2.2
O=C(O)CCC(=O)N1CCCC1 | 1.5
CC(C)OC(=O)/C(C#N)=C/c1cn(C)c2ccccc12 | 2.0
COc1ccc(CC(=O)NCc2n[nH]c(=S)n2-c2ccccc2)cc1 | 2.7
CCOC(=O)CNC(=O)CSc1nnc(-c2cccc(OC)c2)n1CC | -0.2
Cc1ccc(-c2nnc(/C=C/c3ccccc3)o2)cc1 | -1.2
CC(C)C1C(=O)N(Cc2cn(CCC3OCCO3)nn2)CCS(=O)(=O)N1Cc1ccc(-c2ccccc2C(F)(F)F)cc1 (stereo not drawn) | -0.8
CCOC(=O)c1c(S(=O)(=O)NC2CCN(C(=O)OCC)CC2)c(C)n(C)c1C | 1.0
COc1ccc(-c2cc3nc4n(c(=O)c3s2)CCCCC4)cc1 | -0.3
CN1CCC(OC(=O)c2ccco2)CC1 | 2.7
O=C(Nc1ccc(-c2nc3ccccc3o2)cc1)c1ccc(N2CCOCC2)c([N+](=O)[O-])c1 | -1.7
O=c1cc(-c2ccncc2)oc2c1ccc1ccccc12 | -1.5

An excerpt of these results, field by field.
> CC(C)C1C(=O)N(Cc2cn(CCC3OCCO3)nn2)CCS(=O)(=O)N1Cc1ccc(-c2ccccc2C(F)(F)F)cc1 (stereo not drawn)
  TTR transcr act = -0.8
> Cc1ccc(-c2nnc(/C=C/c3ccccc3)o2)cc1
  TTR transcr act = -1.2

(list continues)
Molecule | TTR transcr act
Cc1cc(C)c(C#N)c(SCc2ccc(C#N)cc2)n1 | 5.4
COC(=O)c1cc(C(=O)c2cc(Cl)ccc2O)coc1=N | 1.5
CN1OC[C@@H]2CN(S(=O)(=O)c3ccccc3)[C@H](c3cccc(Br)c3)C[C@@H]21 | 1.2
COc1ccc(Nc2ccc(C(=O)O)cc2[N+](=O)[O-])cc1 | -0.2
O=C(c1cccc(Br)c1)N1CCN(S(=O)(=O)N2CCCCC2)CC1 | -0.8
Cc1ccc(NC(=O)c2ccc(Oc3ncccn3)cc2)cc1 | -2.6
COc1ccc(S(=O)(=O)N2CCN(Cc3ccccc3OC)CC2)cc1 | -1.1
COc1ccc(N2CCN(C(CNC(C)=O)c3ccc4c(c3)OCO4)CC2)cc1 (stereo not drawn) | 0.9
O=C(O)c1cc(NC(=O)c2ccco2)cc(NC(=O)c2ccco2)c1 | -0.9
OCCN1CCN(C2CCC(c3ccc(F)cc3)c3ccc(F)cc32)CC1 (stereo not drawn) | -3.6
O=C(CSc1ccc(-c2ccco2)nn1)c1cccc([N+](=O)[O-])c1 | 0.1
CC1CCCCC1NC(=O)c1ccc(CSc2nc3ccncc3[nH]2)cc1 (stereo not drawn) | 0.4
CCCCOC(=O)c1cccnc1 | 1.1
Cc1cc(Br)c(NC(=O)CCNC(=O)OCc2ccccc2)cc1C | 0.5
O=c1c2c(n3nnnc3n1-c1ccccc1)-c1ccccc1CC21CCCC1 | -0.2
CC(Oc1ccc(Cl)cc1Cl)C(=O)NCCCCc1ccccc1 (stereo not drawn) | 1.6
Cc1onc(-c2ccccc2)c1C(=O)N/N=C/c1ccc(Br)cc1 | 0.8
Cc1ccc2c(c1)N(CC(=O)OC(CC(C)C)C(=O)NC1CCCC1)C(=O)CO2 (stereo not drawn) | -0.2
COc1ccc(OC)c(S(=O)(=O)Nc2ccccc2SC)c1 | 7.5
O=C(CCc1ccncc1)NC1CCCc2c1cnn2-c1ccc(F)cc1F (stereo not drawn) | -3.2
CC(C)(C)c1ccc(Cn2nnc3c(=O)[nH]c(C4CCN(C(=O)Cc5cccs5)CC4)nc32)cc1 | -3.9
O=c1cc(CCl)nc2sc3ccccc3n12 | 0.5
CC(C)(C)c1ccc(OCCCn2ccnc2)cc1 | -0.4
NC(=O)N/N=C/c1ccc(-c2ccc(S(=O)(=O)Nc3ncccn3)cc2)o1 | 1.1
CCOc1ccc2c(c1)C(=O)c1cc(OCC(=O)O)ccc1-2 | 4.1
COc1ccc(-c2cn(Cc3cccc(OC)c3)nn2)cc1 | 0.8
CC(C)(CN=C1NS(=O)(=O)c2ccccc21)CNC(=O)c1ccccc1 | -0.2
CC1CCCCC1NC(=O)CCS(=O)(=O)c1cccc2nonc12 (stereo not drawn) | -0.7
COC(=O)C1CCN(C(=O)c2cc3c(=O)n4cccc(C)c4nc3n2Cc2ccccc2)CC1 | 1.9
CC(C)C[C@H](NC(C)(C)C(=O)NC1CCCCC1)C(=O)NCCc1c[nH]c2ccccc12 | 1.5
Cc1cnc(C(=O)OCc2cc(=O)n3c(C)cccc3n2)cn1 | 0.6

Screening data (PubChem)
